M. tuberculosis HTS = M. tuberculosis growth inhibition, HTS (AID 449762); M. tuberculosis H37Rv growth inhibition, 7H9 media; higher % means a stronger effect; inhibition, % at 25 µM; hits with a dose series show IC50 in µM; hit rate 0.59% among 330,000; in the data active means a potency from the dose series; inconclusive means inhibition above about 70% without an active follow-up result;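 further: bacterial growth assessed after seven days of incubation; strong numbers were not always called active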
VEEV TC-83 Vero = inhibitors of VEEV TC-83 cytopathic effect, confirmation, Vero cells (AID 588727); Vero cells, VEEV TC-83 cytopathic effect inhibition; higher % means a stronger effect; hit rate 0.13% among 350,000; inhibition, % at 20 µM, or IC50 in µM where a hit was titrated; in the data active means a potency from the dose series; inconclusive means inhibition mostly from about 14% at the one dose, without a potency; inactive means the rest, 99 in 100 with inhibition below about 12%; further: strong numbers were not always called active
tuberculosis growth = growth inhibition of non-replicating M. tuberculosis (AID 488890). hit rate 0.39% among 320,000. Mycobacterium tuberculosis non-replicating, growth inhibition; higher % means a stronger effect. inhibition, % at 25 µM, or IC50 in µM where a hit was titrated; in the data active means a potency from the dose series; inconclusive means inhibition mostly from about 82% at the one dose, without a potency; inactive means the rest, 99 in 100 with inhibition below about 76%;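 further: plate controls were DMSO cells for no effect and high antibiotic wells for full effect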
influenza NS1A = NS1A inhibition, H1N1 influenza, cell based functional assay (AID 504329) | NS1A functional cell-based assay, percent inhibition; higher % means a stronger effect | inhibition, % at 12.5 µM, or IC50 in µM where a hit was titrated | hit rate 0.3% among 340,000; in the data active means a potency from the dose series; inconclusive means inhibition above about 27% without an active follow-up result; further: strong numbers were not always called active
PhoP GFP inhibition = Inhibition of PhoP regulon, Salmonella typhi GFP reporter cells, confirmation, 4 h (AID 1850) | Salmonella Typhi PhoP-promoter GFP reporter, fluorescence, 4 h; higher % means a stronger effect | inhibition, % at 50 µM, or IC50 in µM where a hit was titrated | hit rate 0.33% among 310,000; in the data active means a potency from the dose series; inconclusive means inhibition mostly from about 25% at the one dose, without a potency; inactive means the rest, 99 in 100 with inhibition below about 19%;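 further: 0% = induced wells with vehicle and 100% = uninduced wells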
VEEV TC-83 Vero 10K pilot screen = second read-out of VEEV TC-83 Vero, no call of its own (marks repeat the call); inhibition, %; measured here: 10K pilot screen inhibition
* = called active by the depositor; i = inactive; ? = inconclusive; / = not tested or not shown. No enrichment for hits; any-hit rate near 1.6%.

The opening 6 records as a preview:
SMILES	M. tuberculosis HTS	VEEV TC-83 Vero	tuberculosis growth	influenza NS1A	PhoP GFP inhibition	others
Cc1nn(Cc2ccc(C(=O)N/N=C/c3ccncc3)o2)c(C)c1Cl	0%	2.6%	16%	-5%	-7%
Cc1nc(NS(=O)(=O)c2ccccc2)sc1NC(=O)OCCN(C)C	-1%	i	-7%	-9%	-3%
CC(=O)c1c(N2CCOCC2)nc(=S)n(-c2ccc([N+](=O)[O-])cc2)c1C	-10%	2.0%	0%	0%	4%
Cc1ccc(-n2c(=O)c3ccccc3n(CC(=O)C(C)(C)C)c2=O)cc1	3%	0.2%	9%	-10%	8%
CCOC(=O)N1CCN(C(=O)Cn2nc(-c3ccc(Cl)cc3)ccc2=O)CC1	-11%	0.3%	-6%	-1%	6%
CC(=O)N(Cc1cccs1)Cc1cc2cc(C)c(C)cc2nc1Cl	4%	i	5%	-4%	-16%

This part in full, from the start:
SMILES	M. tuberculosis HTS	VEEV TC-83 Vero	tuberculosis growth	influenza NS1A	PhoP GFP inhibition	others
Cc1nn(Cc2ccc(C(=O)N/N=C/c3ccncc3)o2)c(C)c1Cl	0%	2.6%	16%	-5%	-7%
Cc1nc(NS(=O)(=O)c2ccccc2)sc1NC(=O)OCCN(C)C	-1%	i	-7%	-9%	-3%
CC(=O)c1c(N2CCOCC2)nc(=S)n(-c2ccc([N+](=O)[O-])cc2)c1C	-10%	2.0%	0%	0%	4%
Cc1ccc(-n2c(=O)c3ccccc3n(CC(=O)C(C)(C)C)c2=O)cc1	3%	0.2%	9%	-10%	8%
CCOC(=O)N1CCN(C(=O)Cn2nc(-c3ccc(Cl)cc3)ccc2=O)CC1	-11%	0.3%	-6%	-1%	6%
CC(=O)N(Cc1cccs1)Cc1cc2cc(C)c(C)cc2nc1Cl	4%	i	5%	-4%	-16%
CCCCNC(=O)c1cc2c(=O)n3cccc(C)c3nc2n(CCN2CCOCC2)c1=N	6%	i	-4%	6%	-3%
O=C(NC1CCCC1)C1CC(=O)N(C2CCCCCCC2)C1 (stereo unspecified)	-4%	0.7%	3%	1%	0%
Oc1ccc(C2Nc3cccc4cccc(c34)N2)c(O)c1	-4%	3.1%	0%	1%	-10%
CC(=O)NCCNc1ccc([N+](=O)[O-])cc1C#N	14%	0.8%	1%	-7%	13%
CCN1c2nc3c(C)cccn3c(=O)c2CC2(C(=O)N(C)C(=O)N(C)C2=O)C1C (stereo unspecified)	-1%	0.3%	11%	14%	9%	VEEV TC-83 Vero 10K pilot screen=1.6
CN(CC(=O)Nc1ccc(F)cc1)CC(=O)NC1CCCCC1	5%	1.2%	-3%	-11%	/
COCCNc1nnc(SCC(=O)Nc2cc(-c3ccccc3)nn2-c2ccccc2)s1	-5%	8.5%	18%	1%	1%
O=C1OCCN/C1=C\C(=O)c1ccccc1	-9%	0.4%	-3%	-22%	2%
CN(C(=O)c1cccc(NC(=O)Cc2ccc(NC(=O)C3CCCN(S(=O)(=O)c4cccc([N+](=O)[O-])c4)C3)cc2)c1)C1CCCCC1 (stereo unspecified)	/	i	/	-5%	/
CSc1nc(O)c(C(c2ccccc2Cl)c2c(O)nc(SC)[nH]c2=O)c(=O)[nH]1	-3%	0.4%	-8%	10%	8%
Cc1ccccc1C(=O)OCc1cnc(Cl)s1	4%	i	24%	-2%	0%
Cc1ccnc(NS(=O)(=O)c2ccc(NC(=O)CCS(=O)(=O)c3ccccc3)cc2)n1	2%	0.5%	25%	-11%	-7%
N#CCCn1cnc2ccccc21	1%	0.3%	6%	10%	8%
CCCn1c(NC(=O)CCNC(=O)c2ccccc2Cl)nc2ccccc21	18%	i	?	-10%	/
COCCN1CCN(Cc2cn[nH]c2-c2cc3ccccc3o2)CC1	-2%	0.2%	4%	-9%	-6%
CCc1noc(C)c1C(=O)Nc1nc2c(C)cccc2s1	64%	7.8%	8%	-6%	-2%
O=C(CN(Cc1cccs1)C(=O)CNS(=O)(=O)c1ccc(Cl)cc1)NCc1ccco1	-14%	3.0%	9%	0%	2%
Cc1ccc(S(=O)(=O)N(C)c2ccc(C(=O)N3CCC(C(N)=O)CC3)cc2)cc1	-5%	4.0%	-3%	1%	0%
CN(C)c1cc(N/N=C\c2ccccc2)nc(N(C)C)n1	2%	6.0%	22%	-1%	-26%
Clc1ccc(CN2CCCCCCC2)cc1	-5%	i	-2%	-3%	11%
O=C(/C=C/c1cccs1)N1CCc2ccccc21	-2%	1.0%	?	1%	-6%
CC(=O)Nc1ccc2c(c1)NC(=O)CC2	2%	14%	-4%	7%	-4%
C=CCn1c(=N)n(CC(=O)O)c2ccccc21	-2%	1.1%	-8%	-4%	0%
O=C(CNC(=S)N(Cc1ccccc1F)C1CCCCC1)NCCCN1CCOCC1	6%	0.7%	6%	7%	-19%
CC(C)(C)N1C(=O)[C@H]2[C@@H](c3ccc(Br)cc3)N3C(=O)N(c4ccc(Br)cc4)C(=O)[C@@]3(Cc3ccccc3)[C@H]2C1=O	4%	i	21%	1%	-9%
COc1ccc2nc(-c3cccc(N)c3)[nH]c2c1	1%	0.7%	1%	13%	13%
CCCCCCC(=O)OCC(=O)c1ccc2c(c1)NC(=O)CO2	5%	1.4%	-8%	0%	-7%
Cc1nn(-c2ccccc2)cc1/C=N/NC(=O)c1cccs1	6%	4.1%	-3%	-5%	1%
O=C(NNC(=O)c1cncc(Br)c1)c1ccncc1	-14%	i	43%	-3%	/
COc1cccc(NC(=O)Cn2cc(C#N)c3ccccc32)c1	2%	1.5%	15%	5%	-6%
O=C1CC(Nc2ccc(N3CCOCC3)cc2)C(=O)N1c1ccccc1F (stereo unspecified)	1%	2.0%	/	6%	-1%
CC(C)(C)n1nnnc1C(c1cccs1)N1CCN(C(=O)c2ccco2)CC1 (stereo unspecified)	-2%	1.6%	5%	-1%	-10%
COC(=O)c1ccc(CSc2nnc3c(n2)[nH]c2ccccc23)cc1	-1%	1.3%	-14%	-14%	-4%
CCOC(=O)C(C)Oc1cccc2c(=O)n(CC(=O)N3CCCc4ccccc43)ccc12 (stereo unspecified)	-5%	0.4%	-7%	-15%	3%	VEEV TC-83 Vero 10K pilot screen=2.3
Cc1sc(NC(=O)CN(Cc2ccc(F)cc2)C(=O)C(C)C)c(C(N)=O)c1C	-2%	i	1%	4%	4%
O=C(Nc1c(Cl)cccc1Cl)c1ccc(-c2ccccc2)cc1	1%	1.6%	6%	-6%	-16%
COc1nc(N/N=C/c2ccccc2F)nc(N2CCCCC2)n1	10%	6.0%	31%	1%	-5%
CCC(NC(=O)c1cc(COc2ccc(F)c(F)c2)on1)c1ccncc1 (stereo unspecified)	/	2.4%	/	-3%	/
O=C(Nc1ccncc1)c1ccc(F)cc1	-4%	0.1%	3%	8%	-2%
Cc1cccc(NC(=S)N=Nc2c(O)n(C)c3ccc(S(=O)(=O)N4CCOCC4)cc23)c1	-9%	1.3%	-13%	9%	-5%
CN(C(=O)c1ccccc1OCc1ccc(F)cc1)c1c(N)n(Cc2ccccc2)c(=O)[nH]c1=O	/	3.2%	/	0%	/
O=C(CSc1nnc(Cc2cc(=O)[nH]c(=O)[nH]2)n1-c1ccccc1)N1CCCc2ccccc21	-4%	0.1%	6%	20%	-7%	VEEV TC-83 Vero 10K pilot screen=0.8
CCCCS(=O)(=O)NC1=NCN(CCO)CN1	2%	0.9%	11%	4%	-7%
Cc1cc(=O)oc2cc(OCC(=O)N3CC(=O)Nc4ccccc43)c(Cl)cc12	-3%	10.0%	-5%	3%	/
Cc1cc(C)c2nc(/N=C(\N)NC(=O)c3ccccc3)nc(C)c2c1	-7%	1.1%	10%	0%	27%
Cc1ccc(CCC(=O)Nc2ncc(Cc3cc(Cl)ccc3Cl)s2)o1	-1%	10%	-3%	-5%	-11%
O=C(CSC1=NNC(c2ccccn2)S1)Nc1ccccc1 (stereo unspecified)	-14%	0.2%	?	0.99µM*	14%
O=C(Oc1ccc2ccccc2c1Cl)N1CCCCCC1	14%	2.1%	60%	18%	-9%
CN(C)c1ccc(C=C2C(=O)OC3(CCCC3)OC2=O)cc1	1%	i	0%	-6%	4%
O=C(CN1C(=O)c2cccc3cccc1c23)N1CCN(c2ccccc2)CC1	-2%	1.1%	-2%	8%	-5%
CC(C)(C)c1ccc(-n2ncc3c2CCCC3NC(=O)CN2CCCCC2=O)cc1 (stereo unspecified)	2%	0.5%	0%	4%	3%
Cc1cccc(Cn2c(SCCN3CCOCC3)nc3c2c(=O)n(C)c(=O)n3C)c1	-1%	2.7%	-7%	6%	2%
COc1cc(CN2CCC(C(=O)NC3CCCC3)CC2)cc(Br)c1O	1%	i	-2%	-9%	-4%
N=c1sccn1CC(=O)Nc1ccccc1Sc1ccccc1	-2%	i	3%	3%	12%

2 entries drawn at random from the list so far, as already listed:
SMILES	M. tuberculosis HTS	VEEV TC-83 Vero	tuberculosis growth	influenza NS1A	PhoP GFP inhibition	others
CCOC(=O)N1CCN(C(=O)Cn2nc(-c3ccc(Cl)cc3)ccc2=O)CC1	-11%	0.3%	-6%	-1%	6%
COc1ccc2nc(-c3cccc(N)c3)[nH]c2c1	1%	0.7%	1%	13%	13%

Next part:
SMILES	M. tuberculosis HTS	VEEV TC-83 Vero	tuberculosis growth	influenza NS1A	PhoP GFP inhibition	others
COc1ccc(C(C(=O)NC2CCCC2)N(CCN(C)C)C(=O)c2snc(C(N)=O)c2N)cc1 (stereo unspecified)	2%	3.2%	-3%	-7%	1%
CCOc1cc(Br)cc(C(c2c(C(=O)O)[nH]c3ccccc23)c2c(C(=O)O)[nH]c3ccccc23)c1O	-5%	2.1%	-1%	-2%	-2%
[O-]c1n[n+](-c2ccc(Cl)cc2Cl)cc2ccccc12	10%	i	17%	1%	6%
OC(C#CCN1CCCCCC1)(c1ccccc1)c1cccnc1 (stereo unspecified)	2%	i	7%	-6%	-3%
CCOc1ccccc1NC(=O)CSc1nnc2ccc(-c3ccncc3)nn12	-5%	1.7%	-6%	12%	13%
Cc1ccc(C(=O)N[C@H](C(=O)OCc2nnc(-c3ccccc3)o2)C(C)C)cc1	4%	0.3%	21%	-12%	-4%
CCOC(=O)c1cc2sc(C)cc2n1C(C)C(=O)OCC (stereo unspecified)	-1%	i	63%	-2%	-3%
Cc1nnc(NC(=O)CSc2nc3ccccc3[nH]2)s1	-3%	1.0%	-2%	0%	11%
O=C(CCSCc1ccc(Cl)cc1)NCc1cccnc1	51%	0.5%	24%	-2%	0%
CC12CCC(=O)N1C(C(=O)NCCN1C(=O)S/C(=C\c3ccccc3Cl)C1=O)CS2 (stereo unspecified)	-1%	2.2%	21%	-7%	/
Cc1cc(F)ccc1NC(=O)C1CCN(C(=O)Nc2ccccc2)CC1	4%	6.2%	-6%	-9%	-6%
COc1ccc(CN(C)CC(=O)Nc2cccc(S(=O)(=O)N(C)c3ccccc3)c2)c(OC)c1	5%	6.9%	42%	-12%	/
Cc1cccc(C)c1NC(=S)NC(C)(C)CO	-3%	3.0%	43%	-1%	-1%
O=C(COC(=O)C1CCN(C(=O)c2ccc(Cl)cc2)CC1)NC1CCS(=O)(=O)C1 (stereo unspecified)	-4%	0.2%	-6%	1%	-9%
COc1cccc(/C=C2\CCC(C3CCCC3)C2=O)c1OC (stereo unspecified)	-6%	1.5%	62%	-1%	-5%
S=c1[nH]nc(-c2ccccc2Cl)n1Cc1ccccc1	-3%	1.4%	-8%	-10%	5%
CC1Cc2ccccc2N1C(=O)COC(=O)c1n[nH]c(=O)c2ccccc12 (stereo unspecified)	1%	i	-10%	2%	/
CN(CC(=O)Nc1ccccc1Cl)C(=O)Cn1nnc(-c2ccc(F)cc2)n1	-11%	i	17%	6%	4%
COc1ccc(NC(=O)c2ccccc2NC(=O)CSc2ccccc2)cc1	-1%	2.0%	-4%	-1%	-10%
CC1(c2nnc(-c3ccc(Cl)cc3)o2)CC(c2ccncc2)=NO1 (stereo unspecified)	5%	2.3%	31%	2%	-8%
COc1cccc(/C=C2/Sc3ccc(C(=O)NCCN4CCCCCC4)cc3NC2=O)c1	?	i	?	25%	4%
CC(=O)Nc1cccc(C(=O)NCC2(N3CCCCC3)CCCCC2)c1	-6%	1.2%	19%	8%	5%
COc1ccc(OC)c([C@@H]2OCCC=C[C@H]2C)c1	1%	0.2%	-2%	8%	-3%
CCC(C)(C)NC(=O)C(c1cccc(OC)c1OC)N(CC(C)C)C(=O)CCC(=O)Nc1cc(C)on1 (stereo unspecified)	9%	i	16%	-19%	11%
CC1=C(C)/C(=N\OS(=O)(=O)c2ccc(C)cc2)C=CC1=O	?	2.7%	?	4%	13%
CCOc1ccc(N/N=C(/C#N)C(N)=O)cc1	19%	0.4%	11%	2%	-3%
CS(=O)(=O)c1ccc(Cl)c(NC(=O)COC(=O)c2ccc(S(=O)(=O)N3CCCC3)cc2)c1	9%	0.2%	15%	-7%	/
